Efflux pump mplx: inhibitors of Candida efflux pumps in yeast, primary screen, S. cerevisiae, Nile Red, multiplex | S. cerevisiae Candida pump triplex | inhibition, % at 10 µM | hit rate 0.44% among 330,000;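 active means plate passing quality check with inhibition over a set limit, or well fluorescence over plate mean plus 4 SD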;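 further: Nile Red retained in pooled yeast measured as flow cytometry median fluorescence; 0% = buffer negative control and 100% = Enniatin B positive control; higher means more Nile Red kept so more efflux inhibition; some compounds called inactive have numbers as strong as hits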
core dimer inh: inhibitors of HCV core protein dimerization, primary screen, biochemical, TR-FRET, high-throughput; TR-FRET GST/Flag-core106 dimerization, 1536-well; inhibition, % at 5 µM; hit rate 0.33% among 300,000;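 active means inhibition above the mean of all tested compounds plus 3 SD, set per screening campaign, cut at about 45% in these data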
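Test system: GST/Flag-tagged HCV core106 proteins; Medium: KF-containing HEPES buffer, pH 7.45, DTT, CHAPS, BSA; Times: compound-protein-antibody incubation 4 h at 22.5 °C; Detection: TR-FRET 671 and 617 nm emission; Benchmarks: wells lacking GST-core106 and wells with excess unlabelled core106.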
ZTA counter: ZTA (EBV) inhibition in EBNA-1 counter-screen; P03206; ZTA-DNA binding, fluorescence polarization; hit rate 0.15% among 320,000; inhibition, % at 11 µM; in the data active means inhibition above about 33%
Target sequence (P03206 whole entry, looked up): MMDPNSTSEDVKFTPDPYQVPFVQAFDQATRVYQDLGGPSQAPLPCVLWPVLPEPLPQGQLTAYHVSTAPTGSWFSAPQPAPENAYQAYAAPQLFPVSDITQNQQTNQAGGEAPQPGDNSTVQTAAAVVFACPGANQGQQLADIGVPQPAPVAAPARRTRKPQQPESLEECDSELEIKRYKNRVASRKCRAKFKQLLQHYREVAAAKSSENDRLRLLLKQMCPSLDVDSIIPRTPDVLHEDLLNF
PP5 primary: PP5 phosphatase inhibitors, primary screen, biochemical, fluorescence. purified PP5c, OMFP substrate fluorescence. hit rate 0.18% among 320,000. inhibition, % at 6.7 µM;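 active means inhibition above the campaign's mean inhibition across all tested compounds plus 3 SD, cut at about 9.5% in these data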;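 further: 0% = DMSO only and 100% = 100 µM cantharidin control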
Target sequence (P53041 whole entry, looked up): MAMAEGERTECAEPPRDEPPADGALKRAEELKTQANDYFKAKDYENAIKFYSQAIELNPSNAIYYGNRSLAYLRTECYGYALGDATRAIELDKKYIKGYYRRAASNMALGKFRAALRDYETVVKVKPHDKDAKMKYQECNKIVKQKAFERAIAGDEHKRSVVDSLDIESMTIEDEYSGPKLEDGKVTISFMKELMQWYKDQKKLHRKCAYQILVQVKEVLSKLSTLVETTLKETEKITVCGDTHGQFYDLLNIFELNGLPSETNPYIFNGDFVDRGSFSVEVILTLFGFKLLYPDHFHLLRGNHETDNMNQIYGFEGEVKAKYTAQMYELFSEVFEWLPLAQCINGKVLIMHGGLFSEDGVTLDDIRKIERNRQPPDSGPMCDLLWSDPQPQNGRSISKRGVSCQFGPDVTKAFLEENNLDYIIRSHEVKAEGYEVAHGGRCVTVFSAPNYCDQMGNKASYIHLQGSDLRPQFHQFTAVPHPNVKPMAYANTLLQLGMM
EBNA-1 inh: EBNA-1 DNA-binding inhibitors, primary screen, biochemical, fluorescence polarization. inhibition, % at 14.8 µM. AID 1950, 2009. hit rate 0.34% among 300,000; in the data active means inhibition above about 28%
CTSL1 counter: Fasciola hepatica cathepsin L1 inhibitors, primary screen, counter-screen for PFM18AAP inhibitor project, biochemical, QFRET, fluorogenic peptide substrate; hit rate 0.49% among 300,000; inhibition, % at 5.96 µM; recombinant F. hepatica cathepsin L1, Z-Leu-Arg-MCA fluorescence;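 active means inhibition above the mean of all tested compounds plus 3 SD, set per screening campaign, cut at about 17% in these data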;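 further: 0% = plate median of test compound wells and 100% = 1 µM Z-Phe-Ala-diazomethylketone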
PP1 inh: PP1-alpha phosphatase inhibitors, primary screen, counter-screen for PP5 inhibitor project, biochemical, fluorescence, OMFP substrate, single point; purified PP1alpha; inhibition, % at 6.7 µM; hit rate 0.9% among 320,000; AID 2235, 2010;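 active means inhibition above the mean inhibition of all tested compounds plus 3 SD, computed separately for each screening campaign, cut at about 15% in these data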
Target sequence (P62136 whole entry, looked up): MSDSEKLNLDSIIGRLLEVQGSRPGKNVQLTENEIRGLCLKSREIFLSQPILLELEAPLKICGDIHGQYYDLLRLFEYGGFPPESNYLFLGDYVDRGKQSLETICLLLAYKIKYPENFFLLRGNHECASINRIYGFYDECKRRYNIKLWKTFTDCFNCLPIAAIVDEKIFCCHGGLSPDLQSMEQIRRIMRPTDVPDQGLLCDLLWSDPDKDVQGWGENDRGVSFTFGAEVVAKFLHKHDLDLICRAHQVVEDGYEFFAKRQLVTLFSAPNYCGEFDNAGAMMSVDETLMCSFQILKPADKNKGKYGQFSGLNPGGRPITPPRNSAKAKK
PREPL inh: PREPL enzyme inhibitors, primary screen, biochemical, fluorescence polarization; Prolyl endopeptidase-like (Homo sapiens), Q4J6C6; recombinant PREPL, fluorescence polarization activity-based probe; inhibition, % at 5.96 µM; hit rate 0.68% among 320,000; AID 2751, 2010; in the data active means inhibition above about 43%;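 further: 0% = enzyme with DMSO and 100% = wells lacking enzyme; many of its hits are not listed in these tables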
TPT1 inh: Candida albicans TPT1 enzyme inhibitors, primary screen, biochemical, fluorescence polarization; hit rate 0.81% among 300,000; AID 1962, 2009; recombinant caTPT1, FP RNA substrate dephosphorylation; inhibition, % at 5 µM;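 active means inhibition above the mean of all tested compounds plus 3 SD, set per screening campaign, cut at about 24% in these data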;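 further: plate controls were DMSO alone for no effect and ferristatin control at 100 nM for full effect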
Starred values were filed as active, the others as inactive; nt = not tested or not shown. A portion of the library; the hit share may differ from the screen's.

SMILES	Efflux pump mplx	core dimer inh	ZTA counter	PP5 primary	EBNA-1 inh	CTSL1 counter	PP1 inh	PREPL inh	TPT1 inh
O=C(COc1ccccc1)Nc1ccc(NC(=O)c2ccco2)cc1	0.0	0.9	4.8	-1.7	-9.4	0.8	-0.7	-6.5	-2.0
CCOC(=O)N1CCC(N2CC34C=CC(O3)C(C(=O)Nc3ccc(C(C)C)cc3)C4C2=O)CC1 (centres undefined)	-0.1	0.5	-4.3	2.1	-1.8	-0.9	-0.7	10.1	1.8
COc1cccc(NC(=O)C(C)(C)C)c1	-0.1	6.7	18.9	0.2	10.4	-3.0	1.2	4.0	-0.1
O=C(NCC(c1ccco1)N1CCc2ccccc2C1)C(=O)Nc1ccccc1F (centres undefined)	0.0	3.0	10.8	0.3	-0.9	2.5	-0.7	-6.6	-0.8
CN(c1ccc(C(=O)N2CCc3ccccc3C2)cc1)S(C)(=O)=O	0.1	-0.3	11.7	-0.9	4.4	-0.6	-2.0	8.2	0.8
COc1ccc(-c2nc(C#N)c(N3CCN(C(=O)c4ccco4)CC3)o2)cc1OC	-0.1	-1.6	-2.0	-1.2	-4.1	-0.6	-1.4	-4.7	-0.6
COC(=O)c1c(O)ccc(Oc2ccccc2)c1C(=O)OC	0.1	-6.8	-20.6	5.2	-12.6	3.1	-3.8	-1.8	-3.3
CCOc1ccc(NC(=O)COc2ccc3c(c2)CCC3)cc1OC	0.0	nt	2.1	2.1	nt	nt	-0.8	21.4	nt
O=C(c1cc(-c2ccc3c(c2)OCO3)on1)N1CCN(c2ccc(F)cc2)CC1	0.0	0.4	-0.4	2.0	-10.7	-1.1	-3.2	18.8	-2.0
CSC1=NCCN1C(=O)c1ccc(S(=O)(=O)N2CCOCC2)cc1	-0.2	-3.9	8.0	2.4	-1.1	-0.5	-1.2	-3.0	-1.6
O=C(N1CCOCC1)N1CCC(n2nnc3cc(F)ccc32)CC1	0.0	-0.4	6.7	-1.4	5.3	-0.3	-1.5	12.8	-25.5
Cc1onc(-c2ccccc2)c1C(=O)Nc1nnc(-c2ccncc2)s1	0.3	-3.2	6.0	3.6	-0.2	1.3	-7.6	8.8	-0.1
CCOC(=O)CSc1nc(-c2cccs2)nc2c1c(=O)n(C)c(=O)n2C	-0.1	-13.6	1.4	1.7	-13.8	0.3	1.5	-4.8	-4.5
Cn1c2c(c(=O)n(C)c1=O)[C@@]1(C(=O)Nc3ccccc31)C(C#N)=C(N)O2	-0.1	1.6	-5.1	2.3	3.6	-1.2	1.5	-5.6	1.6
CN(CC(=O)Nc1ccc(Cl)cc1)C(=O)Cn1[nH]c(=O)c2ccccc2c1=O	0.0	2.9	9.4	1.4	-3.7	-0.1	-3.1	-6.1	-0.5
O=C(O)CCCC(=O)Nc1ccccc1C(=O)N1CCCC1	-0.2	4.9	10.2	0.1	1.8	-2.7	-4.6	-4.9	-2.0
C/C(CC(=O)Nc1cccnc1)=N/NC(=O)COc1ccc(Cl)cc1Br	0.0	-4.1	14.1	0.7	-2.9	0.4	-0.9	-0.5	-0.1
CN1CCN(C(=O)CCNC(=O)Cn2cnc3ccccc3c2=O)CC1	-0.1	-1.0	10.0	-1.0	5.2	-4.5	-2.9	-3.2	-1.3
Oc1ccc(CN2CCN(c3ncccn3)CC2)cc1	0.0	10.2	-1.9	0.3	4.3	0.5	-3.5	-3.9	-2.2
Cc1cccc(C(=O)NC2CCN(C(=S)NCc3ccco3)CC2)c1	-0.2	0.3	-2.7	-1.4	5.6	-1.7	1.0	17.9	-0.7
O=C(O)CCc1ccc(-c2cccs2)n1NC(=O)c1ccccc1Br	0.1	-4.3	4.2	0.5	-7.0	2.4	-1.8	-6.6	3.0
CCC1=Nc2cc(C(=O)NCc3ccco3)ccc2Sc2ccccc21	0.1	33.5	-6.9	1.4	5.6	1.6	7.2	-9.3	-0.8
O=C(C(Cc1ccccc1)n1cccc1)N1CCc2ccccc21 (centres undefined)	0.0	20.4	4.1	3.3	8.7	0.0	4.7	-2.4	-0.8
COCCCN1CN(S(=O)(=O)c2cccs2)c2nc3ccccc3nc21	-0.1	2.4	0.6	-0.3	7.4	-0.9	-2.6	-10.6	-4.0
CCc1cc(=O)oc2c(C)c(OCC(=O)NCC3CCC(C(=O)O)CC3)ccc12 (centres undefined)	0.1	-7.5	14.6	3.3	6.4	-4.2	-5.5	-6.2	-1.1
O=C(NCCCn1ccnc1)c1cccc(Cl)c1	0.0	0.5	-18.2	2.8	-20.3	0.5	0.9	2.2	-0.7
COc1ccc(NC(=O)C2CCCC2)cc1S(=O)(=O)N1CCOCC1	-0.1	nt	2.5	-1.0	nt	nt	-4.2	6.9	nt
O=C1c2ccccc2NC(c2cccc(O)c2)N1c1ccccc1 (centres undefined)	-0.2	-1.5	10.8	1.8	-1.5	-1.1	0.3	-13.8	0.1
COc1ccc(C(=O)OCC(=O)NC(C)CCc2ccccc2)cc1OC (centres undefined)	0.2	0.1	4.4	-1.7	11.9	-1.5	-1.9	-10.9	1.5
O=C(NO)c1ccc(OC(F)F)cc1	0.0	-3.8	-9.4	3.2	-13.3	-0.4	-2.7	5.1	-0.2
COC(=O)C(C)Sc1nc2c(cnn2-c2ccc(Cl)cc2)c(=O)[nH]1 (centres undefined)	-0.2	-5.4	2.3	1.4	-9.2	8.2	1.3	9.8	-2.0
C=CCN(CC=C)C(=O)c1c(OC)cccc1OC	-0.2	-18.1	-16.5	0.7	-1.2	-0.5	4.9	20.0	-1.6
CN(C)/C=N/c1sc2c(c1C#N)CCC2	-0.1	-0.8	8.1	-0.2	2.6	2.8	-3.0	9.4	-0.4
CC(=O)Nc1nc(COc2ccc3ccccc3c2)cs1	0.0	-4.8	-3.4	1.1	6.8	1.9	-0.5	-16.6	1.8
Cc1ccc2c(c1)[C@H]1OCC[C@H]1[C@@H](c1ccncc1)N2	0.0	-2.9	10.6	-3.1	7.2	-0.5	-5.1	-2.1	-3.2
Cc1ccc(C(=O)COC(=O)CCC(=O)Nc2cc(Cl)ccc2Cl)cc1[N+](=O)[O-]	-0.2	-7.3	3.6	-0.7	-4.1	-14.6	-0.8	6.5	-3.3
O=S(=O)(c1ccc2ccccc2c1)N1CCOCC1	0.1	-1.7	0.8	-0.9	-10.6	1.0	-0.5	4.7	-0.9
O=C(Nc1ccccc1N1CCOCC1)c1ccncc1	0.2	nt	-5.0	-0.1	nt	nt	-0.9	11.3	nt
CN(C)S(=O)(=O)c1ccc(C(=O)Nc2ccc(CN3CCCC3)cc2)cc1	-0.2	0.0	-2.6	2.2	2.5	-2.6	0.2	9.1	0.2
Oc1ccc(/C=N/N=C/c2ccc(O)cc2)cc1	0.1	-4.1	2.9	2.7	-8.5	2.0	2.0	13.8	2.1
O=C1C=C(c2ccc3cc[nH]c3c2)C[C@@H](c2ccc3c(c2)OCO3)C1	0.5	nt	2.9	1.4	nt	nt	6.8	12.0	nt
CS(=O)(=O)N(CC(=O)N/N=C/c1cccs1)c1cccc(Cl)c1Cl	0.0	6.0	-3.1	5.7	-15.5	0.0	-0.2	-24.3	-0.1
COc1ccc2nc(C)cc(C(=O)O)c2c1	0.0	-0.6	-2.0	3.0	0.0	-1.3	1.1	10.5	1.3
CCOc1nc(NCCO)nc(Nc2cc(Cl)ccc2OC)n1	0.1	-6.9	-1.1	3.0	2.8	2.5	2.2	5.5	-0.1
CC(=O)Nc1ccc(S(=O)(=O)Nc2ccc(S(=O)(=O)Nc3nccs3)cc2)cc1	-0.1	5.6	19.4	-1.4	-0.6	-0.9	-5.8	3.6	-1.2
C/C(=N\NC(=O)CSc1nc(C)cc(C)n1)c1ccc2c(c1)OCCO2	0.1	2.0	-1.1	2.6	-19.5	-6.1	3.2	18.4	1.0
Cc1ccc(S(=O)(=O)NN2C(=O)c3ccccc3NC2C)cc1 (centres undefined)	-0.1	3.1	7.3	0.6	2.4	-2.3	-1.6	0.7	-0.8
CNC(=O)CSc1nc(-c2ccccc2)c(-c2ccccc2)[nH]1	0.0	-3.3	-10.8	0.8	1.5	-0.4	-4.2	-5.3	0.6
O=C(Cc1ccc(NC2=NC3CS(=O)(=O)CC3S2)cc1)N1CCN(c2ccc(F)cc2)CC1 (centres undefined)	0.0	1.4	10.4	-0.2	-8.5	2.8	-1.8	24.9	1.2
CCOc1ccccc1NC(=O)Cc1cccs1	0.0	55.5*	11.2	-1.2	7.0	-5.9	-0.2	-5.9	-1.6
CCOC(=O)N1CCN(C(=O)CNC(=O)c2nn(-c3ccc(OC)cc3)c(=O)c3ccccc23)CC1	-0.1	-4.2	7.7	-1.0	-3.5	5.4	-3.8	7.8	-0.8
O=C1NC[C@H](Cc2ccccc2)N(CC2CCCCC2)C1=O	0.0	3.6	-2.8	2.4	-5.8	-2.5	-0.7	-3.5	-3.3
CCCCn1c(N)c(N(CC(C)C)C(=O)CSCc2c(C)noc2C)c(=O)[nH]c1=O	-0.1	1.0	0.2	1.6	6.0	5.3	1.1	6.1	1.7
CCCCn1c(-c2cccs2)nc2oc3ccccc3c(=O)c2c1=O	0.1	4.2	0.0	-1.0	-6.2	2.4	-0.1	1.3	0.1
O=C(CCS(=O)(=O)c1cccc2nonc12)NCCc1ccccc1Cl	0.0	-2.9	-11.4	-6.1	-16.0	-6.0	3.9	9.1	-3.3
CC(=O)c1cccc(NC(=O)/C(=C\c2ccco2)NC(=O)c2ccco2)c1	-0.1	-1.8	-1.8	-0.6	5.1	6.8	-4.9	2.0	3.8
CS(=O)(=O)Nc1ccc2c(c1)nc1n2CCOC1	-0.2	-8.1	0.9	-0.8	-6.1	-0.4	-0.4	9.9	-1.4
Cc1cccc(/C=N/NC(=O)c2ccc(F)cc2)n1	0.0	-1.1	12.2	-0.7	1.0	1.0	-0.8	0.6	-0.8
COc1ccc(/C=N/NC(=O)C(=O)NCc2cccnc2)cc1OC	0.0	-2.5	15.3	-0.8	-2.4	3.9	-0.4	-4.2	-4.0
O=C(CCN=C1NS(=O)(=O)c2ccccc21)N1CCc2ccccc2C1	0.0	-0.8	-4.1	0.1	-10.1	4.8	-4.8	14.1	-1.6
(further entries)
SMILES	Efflux pump mplx	core dimer inh	ZTA counter	PP5 primary	EBNA-1 inh	CTSL1 counter	PP1 inh	PREPL inh	TPT1 inh
COCc1nnc(NC(=O)c2cccc(NC(=O)C(C)C)c2)s1	0.0	0.7	-2.6	-1.1	11.6	0.2	-4.5	7.2	-5.4
CC(C)N(CC(=O)Nc1ccc(Cl)cc1C(F)(F)F)C(=O)CCl	-0.1	-0.9	6.6	-0.6	1.1	0.5	-3.8	-1.0	-1.4
CS(=O)(=O)N1CCc2cc(S(=O)(=O)Nc3ccc4c(c3)OCCO4)ccc21	-0.1	-6.3	11.8	2.5	7.1	-1.9	-0.9	-3.4	-2.1
COc1cc(C(F)(F)F)c(C(=O)N(C)Cc2cccc(Cl)c2)cn1	0.0	2.8	-7.9	4.1	-0.3	14.0	-2.5	6.5	-0.5
O=C(Nc1nc2ccc(S(=O)(=O)N3CCCCC3)cc2s1)c1ccncc1	-0.2	12.6	-8.0	1.4	5.3	10.3	-1.0	-1.5	-0.1

Profiles, quoted from the list. Values in the order: Efflux pump mplx | core dimer inh | ZTA counter | PP5 primary | EBNA-1 inh | CTSL1 counter | PP1 inh | PREPL inh | TPT1 inh
Profile of CC(C)N(CC(=O)Nc1ccc(Cl)cc1C(F)(F)F)C(=O)CCl = -0.1 | -0.9 | 6.6 | -0.6 | 1.1 | 0.5 | -3.8 | -1.0 | -1.4
Profile of CS(=O)(=O)N1CCc2cc(S(=O)(=O)Nc3ccc4c(c3)OCCO4)ccc21 = -0.1 | -6.3 | 11.8 | 2.5 | 7.1 | -1.9 | -0.9 | -3.4 | -2.1
